Compound activity as filed in PubChem BioAssay.
Insulin prom up = MIN6 insulin promoter up-regulation | z-score at 5 µM | 190,000 compounds, 0.3% hits | MIN6 insulin promoter-GFP reporter, high-content imaging; active compounds read high | AID 1625;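 active = z-score above 3 at 5 µM with at least 500 cells counted in the well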
Dynein cargo inh = dynein cargo transport inhibition. 3617.4 mouse cells, GR-EGFP nuclear translocation imaging; test concentration mostly 20 µM; stimulated with dexamethasone, 1 µM; active compounds read low. z-score, hits read low. 220,000 compounds, 0.47% hits. AID 1381;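 active = plate z-score of nuclear minus cytoplasmic receptor signal below a set negative limit, without overly bright fluorescence or cell loss, cut at about -3.5 in these data, passing the limit was not always enough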;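 note: z-score of nuclear minus cytoplasmic ring GR-EGFP intensity difference per well; some compounds called inactive have numbers as strong as hits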
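Also added: dexamethasone, 1.0 µM final. Medium: tet-free, stripped-serum medium. Detection: fixed, Hoechst-stained cells imaged at 10x for EGFP. Read-out: nuclear-to-cytoplasmic GR-EGFP distribution per well. Times: induction 48 h, compound 1 h, agonist 30 min.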
b-catenin transl = alters nuclear translocation of beta-catenin in HeLa cells; 190,000 compounds, 0.3% hits; nuclear translocation activity, % at 5 µM; immunofluorescence imaging;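 active = nuclear translocation activity above 50% at 5 µM, with a well cell count of 50 or more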;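 note: per-cell ratio of nuclear to cytoplasmic median beta-catenin stain intensity; plate controls were DMSO negative control for no effect and GSK-3 inhibitor IX positive control for full effect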
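assay system = human HeLa cells, endogenous beta-catenin | times = compound treatment 24 h, 37°C, 5% CO2 | detection = Anti-beta-catenin immunofluorescence on PFA-fixed, Triton-permeabilized cells, DAPI nuclei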
Hep lipid drop = modulators of hepatic lipid droplet formation. AML12 mouse hepatocytes, oleate lipid droplets, BODIPY imaging. inhibition, % at 6.5 µM. 240,000 compounds, 0.4% hits. AID 1656;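 active = lipid droplet intensity inhibited by at least 50%, with more than 500 cells counted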
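material = mouse AML12 hepatocyte cell line, fixed after treatment | also added = 100 µM oleic acid challenge | doses = compound at 6.5 µM only | schedule = overnight exposure | technique = Image-based BODIPY and DAPI two-channel analysis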
Dynein cargo inh cytoplasmic EGFP = also measured in Dynein cargo inh; calls as there; z-score; measured here: cytoplasmic GR-EGFP intensity; active compounds read high
Dynein cargo inh nuclear GR-EGFP = second read-out of Dynein cargo inh, no call of its own (marks repeat the call); z-score; measured here: nuclear GR-EGFP intensity;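 lower value marks the stronger effect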
Dynein cargo inh cell count = recorded beside Dynein cargo inh, whose call it bears; z-score; measured here: cell count per field
Insulin prom up cell count = recorded beside Insulin prom up, whose call it bears; cell count; measured here: cytotoxicity, nuclei count;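 total cells summed across four imaged fields per well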
Hep lipid drop cells 6.5 µM = recorded beside Hep lipid drop, whose call it bears; cell count; measured here: cell count, cytotoxicity flag;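 cells counted across two imaged fields per well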
b-catenin transl cell count 5 µM = recorded beside b-catenin transl, whose call it bears; cell count; measured here: cell count, cytotoxicity flag
Active calls of the source: *; / = no result given. A portion of the library; rates above refer to the full screens.

SMILES	Insulin prom up	Insulin prom up cell count	Dynein cargo inh	Dynein cargo inh cytoplasmic EGFP	Dynein cargo inh nuclear GR-EGFP	Dynein cargo inh cell count	b-catenin transl	b-catenin transl cell count 5 µM	Hep lipid drop	Hep lipid drop cells 6.5 µM
CCCCC1(CO)C(=O)N(c2ccccc2)N(c2ccccc2)C1=O	-0.37	1110	1.6	-0.21	1.4	-1.5	0.2	1375	/	/
COC(=O)C1=C(C)N(Cc2ccccc2)C(=O)N[C@H]1c1ccc(Br)cc1	-0.69	1075	0.091	-0.77	0.2	-0.31	0.3	1110	/	/
O=C(Nc1ccc2c(c1)OCCO2)c1cccnc1Oc1ccccc1	-0.22	1279	0.57	-0.27	-0.015	0.039	0.0	1240	/	/
Cc1ccc(-c2nnc(SCC(=O)N/N=C/c3ccccc3C(=O)O)n2-c2ccc(Cl)cc2)cc1	0.83	1354	1.1	0.97	0.75	-1.6	-0.3	1304	/	/
CCCc1cc(NCCCn2ccnc2)n2nc(C)c(-c3ccccc3)c2n1	-0.78	1513	-0.43	-0.28	-0.42	1	2.8	1294	/	/
O=C(CSc1nnc(SCc2ccccc2Cl)s1)N/N=C/c1ccc(C(=O)O)cc1	0.16	1459	0.84	-0.25	0.18	-0.27	1.3	1290	/	/
CCCc1nc2c(c(=O)c3ccccc3n2C)c(=O)n1-c1cc(C)cc(C)c1	-0.95	1342	0.55	-0.28	0.035	0.084	0.5	1310	/	/
CC1(OC(=O)C2CCCC2)C(=O)C=C2C=C(c3ccsc3)N(Cc3ccc4c(c3)OCO4)C=C2C1=O (configuration not stated)	-0.98	1061	-0.91	-0.73	-0.7	0.65	2.3	1227	/	/
Cc1nc(S/C(=C/c2ccc(-c3cc(Cl)ccc3C)o2)C(=O)O)n[nH]1	1.8	1392	0.094	0.53	0.16	-0.33	2.6	1103	/	/
CC(=O)[C@@H]1[C@@H](C)N(Cc2ccccc2)C(=O)N[C@H]1c1cccc(C(F)(F)F)c1	1	862	-0.68	-0.86	-0.17	0.61	-0.9	1212	/	/
C=C(C)C(=O)Nc1cccc(C2=NOC3(C2)C[C@@H](C(N)=O)N(C(=O)C2(C)CC2)C3)c1 (some centres not stated)	0.3	679	0.79	-0.69	0.47	-0.4	-1.2	1061	/	/
COCCNc1nc(-c2cc(-c3ccc(Cl)cc3)on2)cc(C(C)C)n1	-0.19	1030	0.83	-0.77	0.55	-0.32	-1.6	1164	/	/
COc1ccc(C2=NOC(C)(c3nnc(-c4ccc(F)cc4)o3)C2)cc1 (configuration not stated)	0.04	1029	-1.2	-0.85	-0.4	0.49	-2.3	1246	/	/
COc1cc(/C=N/NC(=O)c2cncc(Br)c2)cc([N+](=O)[O-])c1O	-0.07	1338	0.03	-0.25	-0.25	1.1	0.2	1281	/	/
COc1ccc(NC(=O)c2sc3nc(-c4cccnc4)ccc3c2N)cc1OC	-0.43	1313	1.9	0.49	0.82	-0.36	0.0	1216	/	/
O=C(Cc1nc(-c2cnccn2)no1)NNC(=O)Nc1ccccc1	0.77	1299	-1.1	-0.2	-0.63	0.69	0.2	1330	/	/
C=CCN1c2ccccc2[C@]23C[C@@H](C(=O)OC)N(C(=O)NCCC)C2=NC(C(=O)OC)=C(C(=O)OC)[C@H]13	-0.81	762	0.45	-0.83	0.36	0.34	4.1	929	/	/
COCCNc1nc(C)cc(-c2cc(C(=O)NCc3ccccc3)on2)n1	0.37	825	0.39	-0.82	0.31	0.00066	-0.2	1149	/	/
C=C(C)C(=O)Nc1cccc(C2=NOC3(C2)C[C@H](C(N)=O)N(C(=O)CC#N)C3)c1 (some centres not stated)	1.3	820	0.89	-0.56	0.54	-0.6	-2.2	1100	/	/
O=C(O)c1ccc(S(=O)(=O)c2ccc3c(c2)C(=O)N(NC(=O)c2cccnc2)C3=O)cc1	0	1438	1	-0.25	0.25	-0.99	-0.1	1266	/	/
COc1ccc(Cn2c(=O)c3[nH]cnc3n(-c3ccccc3C)c2=O)cc1	-0.42	1464	1.5	-0.081	0.64	-1.4	73*	451*	/	/
Cc1c(-c2ccc(/C=N/NC(=O)C(=O)Nc3ccccc3F)o2)cccc1[N+](=O)[O-]	0.52	1109	-1.1	0.19	0.29	0.29	-0.2	1307	/	/
C=CCn1c(SCC(=O)c2ccc(O)c(O)c2)nnc1-c1cccnc1	0.68	1430	0.8	-0.17	0.39	-1.6	0.2	1304	/	/
C/C=C/C(=O)Nc1cccc(C2=NOC3(C2)C[C@@H](C(N)=O)N(C(=O)/C(C)=C/C)C3)c1 (some centres not stated)	1.8	652	-0.56	-0.71	-0.0086	-0.46	-2.4	999	/	/
NC(=S)N/N=C/c1c(O)c(Br)cc2oc3c(c12)CCCC3	-1.4	1344	0.051	-0.19	0.0056	0.11	0.6	1264	/	/

New compounds follow.
SMILES	Insulin prom up	Insulin prom up cell count	Dynein cargo inh	Dynein cargo inh cytoplasmic EGFP	Dynein cargo inh nuclear GR-EGFP	Dynein cargo inh cell count	b-catenin transl	b-catenin transl cell count 5 µM	Hep lipid drop	Hep lipid drop cells 6.5 µM
CCCCC1=CC2=CC(=O)C(C)(OC(=O)CC)C(=O)C2=CN1CCN1CCOCC1 (configuration not stated)	0.54	801	-0.88	-0.81	-0.19	0.35	-1.3	1145	/	/
COc1ccc(C(CC(=O)N2CCCC(C)C2)c2c(O)cc(OC)cc2OC)cc1 (configuration not stated)	/	/	-0.16	-0.75	-0.034	0.11	0.2	1145	-25	690
CC(=C/c1ccccc1)/C=N/NC(=O)c1ccccn1	/	/	0.74	-0.23	1.1	-0.77	1.2	1284	-5	585
O=S(=O)(Nc1ccc(N2CCCCC2)cc1)c1ccccc1F	/	/	1.6	-0.26	0.6	-0.1	6.0	974	-26	702
O=C(CSc1nc2ccccc2s1)NC1CCCC1	/	/	0.38	0.2	0.69	0.066	-0.1	1313	4	776
O=C(NCc1nc(-c2ccc(C(F)(F)F)cc2)no1)c1cccs1	/	/	-0.32	0.76	0.46	-0.81	1.5	1353	13	779
CC(/C=C/c1ccccc1)=N/NC(=O)Cn1nnc(N)n1	/	/	1.1	-0.24	1.1	-0.16	-1.0	1360	25	767
C=CCn1c(=S)sc2c(=O)[nH]cnc21	/	/	0.76	-0.24	0.25	-0.29	0.2	1175	-13	675
CN(C)/C=C/C(=O)c1ccccc1	/	/	-0.16	-0.26	0.79	-0.55	-2.1	1314	11	616
COc1ccc(-c2cc(C(=O)Nc3ccc(O)cc3)c3ccccc3n2)cc1OC	/	/	-0.042	-0.15	0.077	0.58	1.0	1317	4	734
COc1ccc2oc(=O)c(C(=O)Nc3ccccc3O)cc2c1	/	/	0.78	-0.14	0.98	-0.39	0.1	1390	2	840
CC(C)CN1CCC(=O)N(CCSc2ccc(Br)cc2)CC1	/	/	3	-0.6	1.4	-1.6	3.1	1105	-2	725
O=S1(=O)CC2NC(=S)N(c3cccc(Br)c3)C2C1 (configuration not stated)	/	/	-0.091	-0.24	0.54	-0.36	-0.4	1285	23	667
CCS(=O)(=O)c1ccc(O)c(NC(=O)CC2(CC(=O)O)CCCC2)c1	/	/	-0.033	-0.21	0.073	0.093	-1.0	1245	2	695
COc1ccc(-c2c(C(F)(F)F)nn(C)c2NC(=O)c2ccco2)cc1	/	/	-0.67	-0.27	0.048	0.92	0.4	1348	20	719
COc1cc(OC)c2c(-c3ccccc3)cc(=O)oc2c1C(CCN1CCN(c2ccccc2)CC1)c1ccc(N(C)C)cc1 (configuration not stated)	/	/	0.4	-0.74	0.21	-0.12	1.3	1162	39	682
Nc1ccc(OC(=O)Nc2ccc(O)cc2)cc1	/	/	0.38	-0.25	0.61	0.49	-0.9	1294	14	647
CC(=O)Nc1ccc(S(=O)(=O)NNC(=O)COc2ccc(Cl)cc2Cl)cc1	/	/	1.2	0.42	1.2	-1.3	0.2	1317	5	720
COc1ccc(CN(Cc2cccn2C)S(=O)(=O)c2ccc(C)cc2)cc1	/	/	1.3	-0.22	1.2	-1.5	0.8	1316	-1	747
COc1cccc(/C=N/NC(=O)c2oc3nc(-c4ccccc4)cc(-c4ccco4)c3c2N)c1	/	/	-0.51	16	3.3	0.35	-1.3	1284	8	748
O=C(N/N=C/c1ccc(OCc2ccccc2)cc1)c1ccco1	/	/	-0.41	-0.26	0.43	-0.095	-0.7	1274	2	680
Cc1c(C(=O)NCCSCc2c(F)cccc2Cl)cnn1-c1ccc(Cl)cc1	/	/	-0.37	-0.24	-0.24	0.47	-0.6	1092	-4	710
O=C1Nc2c(c(=O)[nH]c(=O)n2-c2ccc(F)cc2)C1(NS(=O)(=O)c1ccccc1)C(F)(F)F (configuration not stated)	/	/	-0.42	-0.27	0.19	0.72	2.4	1334	1	698
Fc1ccc(N2CN(Cc3cccnc3)CNC2=S)cc1	/	/	-0.78	-0.18	-0.51	0.56	-2.7	1124	-3	688
O=C(O)CC1NCCc2ccccc21 (configuration not stated)	/	/	-1.4	-0.23	-0.76	2.1	-0.8	1293	8	690

A second format for part of the listing above.
compound,Insulin prom up,Insulin prom up cell count,Dynein cargo inh,Dynein cargo inh cytoplasmic EGFP,Dynein cargo inh nuclear GR-EGFP,Dynein cargo inh cell count,b-catenin transl,b-catenin transl cell count 5 µM,Hep lipid drop,Hep lipid drop cells 6.5 µM
COc1ccc(C(CC(=O)N2CCCC(C)C2)c2c(O)cc(OC)cc2OC)cc1 (configuration not stated),/,/,-0.16,-0.75,-0.034,0.11,0.2,1145,-25,690
Nc1ccc(OC(=O)Nc2ccc(O)cc2)cc1,/,/,0.38,-0.25,0.61,0.49,-0.9,1294,14,647
CC(C)CN1CCC(=O)N(CCSc2ccc(Br)cc2)CC1,/,/,3,-0.6,1.4,-1.6,3.1,1105,-2,725
COc1ccc(CN(Cc2cccn2C)S(=O)(=O)c2ccc(C)cc2)cc1,/,/,1.3,-0.22,1.2,-1.5,0.8,1316,-1,747
O=C(NCc1nc(-c2ccc(C(F)(F)F)cc2)no1)c1cccs1,/,/,-0.32,0.76,0.46,-0.81,1.5,1353,13,779
C=CCn1c(=S)sc2c(=O)[nH]cnc21,/,/,0.76,-0.24,0.25,-0.29,0.2,1175,-13,675

Additional structures follow.
SMILES	Insulin prom up	Insulin prom up cell count	Dynein cargo inh	Dynein cargo inh cytoplasmic EGFP	Dynein cargo inh nuclear GR-EGFP	Dynein cargo inh cell count	b-catenin transl	b-catenin transl cell count 5 µM	Hep lipid drop	Hep lipid drop cells 6.5 µM
CSc1ccc(Cn2nnc(C(=O)NCCc3ccc(Cl)cc3)c2N)cc1	/	/	-0.034	-0.22	0.88	-0.78	-0.5	1364	40	728
Cc1ccc(C(=O)N/C(=C/c2ccc(C(C)C)cc2)C(=O)NCCCN2CCOCC2)cc1	/	/	-0.29	-0.23	-0.12	-0.024	0.2	1349	8	716
C/C=C\C=C\C(=O)Nc1cccc(C2=NOC3(C2)C[C@@H](C(N)=O)N(C(=O)C(c2ccccc2)c2ccccc2)C3)c1 (some centres not stated)	/	/	0.19	-0.64	0.25	-0.49	-2.3	1145	-2	736
O=C(Nc1nc(-c2ccccn2)cs1)c1ccc([N+](=O)[O-])o1	/	/	1.2	-0.24	1.3	-1.2	9.9	1132	1	744
COc1cc(O)c(C(CC(=O)N2CCOCC2)c2ccc(N(C)C)cc2)c(OC)c1 (configuration not stated)	/	/	2.9	-0.74	1.3	-0.86	6.5	942	-60	692
CNC(=O)C(=O)Nc1c(O)c2ccccc2[nH]c1=O	/	/	-0.86	-0.25	0.16	0.066	0.0	1338	2	759
CCCc1nn(C)c2c(=O)[nH]c(-c3cc(S(=O)(=O)Nc4ccc(NC(C)=O)cc4)ccc3OCC)nc12	/	/	0.85	-0.26	0.42	-0.66	0.1	1231	12	676
Cc1ccc(NC(=O)c2ccc(OCc3c(C)noc3C)cc2)cc1	/	/	-0.31	-0.18	-0.31	0.26	-1.1	1172	-17	724
Cc1nc(-c2nnc(SCC(=O)Nc3ccc(C(F)(F)F)cc3)n2C)cs1	/	/	1	-0.23	1.2	-1.3	0.2	1280	5	675
O=C(CSC(=S)N1CCOCC1)Nc1ncc2c(n1)CC(c1ccco1)CC2=O (configuration not stated)	/	/	-0.15	-0.048	0.5	-0.31	-0.2	1368	5	742
